# Assay outcomes from PubChem BioAssay.
# TRPC6 inhibitor = blocks the mouse TRPC6 cation channel. Q61143. HEK293-TRPC6, membrane potential dye, ACh-evoked depolarization; stronger effect = lower value. B-score at 10 µM. hit rate 1.1% among 310,000;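 active means B-score under library mean minus 3 SD, initial fluorescence not abnormally high, positive integrated signal ratio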;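 further: B-score derived from integrated fluorescence ratio over the kinetic read; more negative B-score means stronger inhibition of depolarization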
# PolyA inh = blocks polyadenylation in yeast reporter cells; S. cerevisiae SKY197-pL101 polyadenylation reporter, beta-gal luminescence; efflux-impaired pdr1/pdr3 knockout yeast; score 100 = 6 SD above DMSO; hit rate 0.02% among 300,000; calls only at 12 µM; AID 1875;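 active means lowest replicate activity score at least 50, where 100 means six control SD above control mean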;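 further: yeast exposed to compound for 9 h at 30 °C; higher score means more reporter readthrough which indicates perturbed polyadenylation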
# MrgX1 ag = agonists of human MrgX1 receptor; hit rate 0.44% among 310,000; AID 588627; MrgX1-HEK293 cells, Fluo-4 calcium fluorescence, agonist mode; stronger effect = higher value; B-score at 10 µM;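 active means calcium response B-score plate-corrected fluorescence ratio at least 3 library SD, with starting fluorescence B-score inside 5 SD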
# Target sequence (Q96LB2 whole entry, looked up): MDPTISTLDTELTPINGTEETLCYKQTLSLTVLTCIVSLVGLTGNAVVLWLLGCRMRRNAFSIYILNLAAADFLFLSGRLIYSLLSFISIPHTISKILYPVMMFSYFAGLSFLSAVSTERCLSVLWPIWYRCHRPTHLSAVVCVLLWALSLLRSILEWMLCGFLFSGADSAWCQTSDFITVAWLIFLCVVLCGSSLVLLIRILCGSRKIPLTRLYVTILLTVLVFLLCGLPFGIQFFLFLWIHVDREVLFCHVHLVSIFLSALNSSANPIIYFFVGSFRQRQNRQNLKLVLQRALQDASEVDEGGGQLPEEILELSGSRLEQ
#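 times = overnight plating, then 30 min 37 °C plus 30 min room-temperature dye loading | assay system = stable human MrgX1 HEK293 cell line | input = fifteen thousand cells per well | signal = kinetic calcium dye fluorescence, Fluo-4 NW | dosing = compound delivered in addition one of three | read-out = B-scored fluorescence response ratio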
# TRPC6 activator = activates the mouse TRPC6 cation channel. B-score at 10 µM. HEK293-TRPC6 membrane potential dye fluorescence; stronger effect = higher value. Q61143. hit rate 0.13% among 310,000;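 active means B-score of the integrated fluorescence ratio above library mean plus 3 SD, and starting fluorescence ratio within library mean plus 5 SD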;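 further: higher score means more depolarization so channel activation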
# MrgX1 allo act = human MrgX1 positive allosteric modulation, primary screen; Q96LB2; hit rate 0.63% among 310,000; MrgX1-HEK293, Fluo-4 calcium flux, FDSS; stronger effect = higher value; B-score at 10 µM; AID 588675;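 active means plate-corrected calcium response at least 3 library SD above typical, normal starting fluorescence, not activating the receptor alone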;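 further: compound read alongside a low EC10 to EC30 dose of BAM8-22 agonist; peak minus trough fluorescence over baseline measured at the second addition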
# AI-2 QS mod = modulators of Vibrio harveyi AI-2 quorum sensing system; Vibrio harveyi JMH597 AI-2 luminescence/OD600 ratio, 9 h; stronger effect = lower value; strain lacks LuxN and CqsS sensors; 0 = neutral-control median; activity change, % at 7.5 µM; hit rate 0.4% among 300,000; AID 2094; in the data active means activity change below about -75%, passing the limit was not always enough;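 further: luminescence divided by OD600 gain over 9 h not by final OD600 alone; inactives centre near 13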
# HIF act = HIF pathway transcriptional activation | hit rate 0.32% among 300,000 | U2OS HRE-luciferase reporter, luminescence; normalized: DMSO 0%, desferrioxamine 100% | activation, % at 7.5 µM (by protocol);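 active means mean activation of at least 10% of the iron chelator positive control signal, with at least half of replicates also reaching 10%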
# TRPC4 block = TRPC4 (mouse) channel inhibition; Q9QUQ5; HEK293 TRPC4beta/mu-opioid, DAMGO-evoked Fluo4 calcium flux; stronger effect = lower value; B-score at 10 µM; hit rate 0.39% among 300,000; AID 2247;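 active means B-score over 3 SD under the library average, no early fluorescence shift, positive overall ratio signal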
#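 System: stable TRPC4beta/mu-opioid receptor HEK293 cells; Dosing: single-point compound dosing; Measured by: Fluo4 Ca2+ flux fluorescence; Read-out basis: per-well B score of integrated baseline-normalized Fluo4 ratio.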
# TRPC4 agonist = TRPC4 (mouse) channel activation; Q9QUQ5; HEK293 TRPC4beta/mu-opioid, Fluo4 calcium fluorescence; stronger effect = higher value; B-score at 10 µM; hit rate 0.49% among 310,000;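 active means B-score above 5 SD of library B-scores, and initial fluorescence ratio not above library mean plus 5 SD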;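 further: positive B-score marks a calcium rise read as TRPC4 activation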
#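 System – HEK293 cells stably co-expressing mouse TRPC4beta and mu-opioid receptor · Signal – Fluo4 calcium-sensitive dye fluorescence, kinetic, 1 Hz baseline · Benchmarks – buffer (low) and maximal DAMGO (high) · Read-out – B score of integrated fluorescence ratio per well · Incubation – dye loading 45 min room temperature, 110 s kinetic read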
# MrgX1 antagonist = blocks BAM8-22 activation of human MrgX1 receptor | hit rate 1.3% among 310,000 | AID 588676 | B-score at 10 µM | Q96LB2 | MRGX1-HEK293 calcium flux, Fluo-4, BAM8-22 antagonism; stronger effect = lower value;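 active means calcium-response B-score plate-corrected more than 3 library SD below zero, starting fluorescence within 5 deviations, no agonist response on first addition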;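 further: peak minus trough fluorescence over baseline after final BAM8-22 challenge near maximal dose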
# TRPC4 potent = allosterically enhances the mouse TRPC4 cation channel; HEK293 TRPC4beta/mu-opioid, DAMGO EC20, Fluo-4 Ca2+ flux; stronger effect = higher value; B-score at 10 µM; hit rate 0.42% among 310,000; AID 2227;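 active means B-score of calcium response area above 5 SD of library B-scores, with initial fluorescence ratio within 5 SD of library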;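 further: B-score of integrated fluorescence ratio over time as area under calcium response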
# Starred values were filed as active, the others as inactive; i = inactive; / = not tested or not shown.
smiles	AI-2 QS mod	TRPC4 block	TRPC6 inhibitor	PolyA inh	TRPC4 potent	TRPC4 agonist	TRPC6 activator	MrgX1 antagonist	MrgX1 ag	HIF act	MrgX1 allo act
COc1ccc2c(c1OC)C(=O)N1C2SC(C)(C)[C@H]1C(=O)NC1CC1 (some centres not stated)	14	i	i	i	i	i	i	i	i	0.2	i
Cc1ccc2nc(NC(=O)C3CCN(c4ncnc5sc(C)c(C)c45)CC3)sc2c1	22	i	i	i	i	i	i	i	i	0.0	i
COc1ccc(Nc2nc(C)nc3c2nnn3Cc2ccccc2)cc1OC	14	i	i	i	i	i	i	i	i	0.2	i
O=C(CSc1nccn(-c2ccc(F)c(F)c2)c1=O)NC1CCCC1	25	i	i	i	i	i	i	/	/	1.8	/
CC(C)CC1(C)NC(=O)NC1=O (configuration not stated)	8	i	i	i	i	i	i	i	i	0.4	i
O=C(CN1CCOCC1)Nc1ccc(Br)cn1	11	i	i	i	i	i	i	i	i	/	i
COCc1ccc([C@@H]2C[C@H]3CN(Cc4ccccc4C)C(=O)[C@]34CCCN24)o1	9	i	i	i	i	i	i	i	i	0.1	i
O=C(Nc1cccnc1)c1cc(-c2cc(Cl)ccc2O)n[nH]1	-5	i	i	i	i	i	i	i	i	3.7	i
Cc1ccc(C(O)c2cccnc2)o1 (configuration not stated)	24	i	i	i	i	i	i	i	i	-0.3	i
O=C(CCN1C(=O)c2cccnc2C1=O)NC1CCCCCC1	28	i	i	i	i	i	i	i	i	-0.3	i
CCc1cc(-c2[nH]ncc2-c2ccc(OC)cc2)c(O)cc1O	20	i	i	i	i	i	i	i	i	2.5	i
Cc1ccccc1N1CC(C(=O)N2CCc3ccccc32)CC1=O (configuration not stated)	23	i	i	i	i	i	i	i	i	1.2	i
CC(C(=O)Nc1ccccc1C(=O)N1CCOCC1)N(c1ccccc1)S(C)(=O)=O (configuration not stated)	20	i	i	i	i	i	i	i	i	2.0	i
CN1CC(=O)N(CCOc2ccccc2)C1=O	1	i	i	i	i	i	i	i	i	-0.8	i
Cc1ccc(C(=O)CCC(=O)NC2CCCC(C)C2C)cc1 (configuration not stated)	18	i	i	i	i	i	i	i	i	0.1	i
N#Cc1ccsc1NC(=O)CN1CCN(c2ccc(O)cc2)CC1	25	i	i	i	i	i	i	i	i	0.1	i
O=C(COc1ccc2c3c(c(=O)oc2c1)CCC3)N1CCN(c2ccccc2)CC1	28	i	i	i	i	i	i	i	i	-2.5	i
CC(C)NC(=O)CSc1nc(N)c(NC(=O)c2ccco2)c(=O)[nH]1	19	i	i	i	i	i	i	i	i	-0.1	i
COc1ccc(N(CC(=O)N2CCN(c3cccc(Cl)c3)CC2)S(=O)(=O)c2c(C)noc2C)cc1	13	i	i	i	i	i	i	i	i	-0.4	i
COc1ccccc1CNC(=O)c1sccc1C	19	i	i	i	i	i	i	i	i	0.9	i
CC1(C)Cc2ccccc2-c2nc(NCCO)n(-c3ccccc3)c(=O)c21	5	i	i	i	i	i	i	i	i	-0.2	i
CC1(C)Cc2cccc(OCC(O)CN3CCN(c4ccccn4)CC3)c2O1 (configuration not stated)	11	i	i	i	i	i	i	/	/	0.3	/
CCCCNS(=O)(=O)/C=C/c1ccccc1	24	i	i	i	i	i	i	i	i	-0.5	i
CC12CNCC(C)(CN(C(c3ccccc3)c3ccccc3)C1)C2	23	i	-5.6*	i	i	i	i	i	i	-0.4	i
Oc1ccc[n+](CCCCC[n+]2cccc(O)c2)c1	0	i	i	i	i	i	i	i	i	0.2	i
CCOc1ccc(CC(=O)N2CCC3(CC2)NCCc2[nH]cnc23)cc1	7	i	i	i	i	i	i	i	i	0.0	i
O=C(CCN1CCCCCC1)Nc1ccc(F)cc1	20	i	i	i	i	i	i	i	i	0.7	i
Cc1cccc(N2CC(C(=O)NCCC3=CCCCC3)CC2=O)c1C (configuration not stated)	6	i	i	i	i	i	i	i	i	-45	i
CCOC(=O)N1CCC(NCc2c(C(=O)N(C)Cc3ccccc3)nc3ccccn23)CC1	34	i	i	i	i	i	i	i	i	-0.3	i
C=CCN(CC=C)C(=S)Nc1ccc2nsnc2c1	29	i	i	i	i	i	i	i	i	0.4	i
COc1ccc(C(CCNCc2ccc(N(C)C)cc2)c2ccccc2OC)cc1 (configuration not stated)	9	i	i	i	i	63*	i	i	i	-1.5	i
CCN(CC)C(=O)c1c(Cl)nc(C)c([N+](=O)[O-])c1C	21	i	i	i	i	i	i	i	i	-0.5	i
CCC1(C)Cc2ccccc2-c2c1c(=O)n(-c1ccc(C)cc1)c1nnnn21 (configuration not stated)	7	i	i	i	i	i	i	i	i	1.8	i
COc1ccc(-c2nc(N)n[nH]2)cc1OC	25	i	i	i	i	i	i	i	i	-0.5	i
CCN(CC)S(=O)(=O)c1ccc(N2CCCC2)c(NS(=O)(=O)c2ccccc2)c1	6	i	i	i	i	i	i	i	i	-4.6	i
Clc1ccc(OCc2noc(-c3ccsc3)n2)c(Cl)c1	19	i	i	i	i	i	i	i	i	4.2	i
Cc1ccc(S(=O)(=O)N2CCC(NC(=O)c3cccc(F)c3)CC2)cc1	1	i	i	i	i	i	i	i	i	-44	i
CC(CCc1ccccc1)NC(=O)COC(=O)c1cc(NS(=O)(=O)c2ccc(Cl)c([N+](=O)[O-])c2)ccc1O (configuration not stated)	17	i	i	i	i	i	i	i	i	-0.2	i
Cc1nnc(NC(=O)c2cc(S(=O)(=O)N3CCCCC3)ccc2Cl)s1	27	i	i	i	i	i	i	i	i	0.2	i
CC(=O)c1ccc(N(C(=O)Cn2nnc(-c3ccccc3)n2)C(C(=O)NC2CCCCC2)c2ccccn2)cc1 (configuration not stated)	-16	i	i	i	i	i	i	i	i	1.0	i
CCC(=O)Nc1nnc(-c2ccc(OC)cc2)o1	20	i	i	i	i	i	i	i	i	0.4	i
CCN(CC(=O)Nc1ccc(NC(C)=O)cc1)C(=O)c1c(-c2c(F)cccc2Cl)noc1C	2	i	i	i	i	i	i	i	i	-0.2	i
Cc1ccc(NC(=O)Cn2nnc(C(=O)Nc3ccc(C)c(C)c3)c2N)cc1	27	i	i	i	i	i	i	i	i	0.4	i
O=C(Nc1nnc(C2CC2)s1)c1cccnc1Oc1ccc(Cl)cc1	-7	i	i	i	i	i	i	i	i	-0.7	i
COCCCNC(=O)c1ccc(C(=O)NCCCOC)cc1	0	i	i	i	i	i	i	i	i	0.2	i
CC(C)N(C(=O)CSc1nnc(-c2ccc3c(c2)OCO3)n1C)C(C)C	-8	i	i	i	i	i	i	i	i	-0.7	i
O=C(Nc1nc(-c2cc(Cl)sc2Cl)cs1)c1ccc(Br)s1	24	i	i	i	i	i	i	i	i	0.3	i
O=S(=O)(c1ccc2ccccc2c1)N1CCN(CCO)CC1	7	i	i	i	i	i	i	i	i	-0.2	i
CCc1ccc(N2CC(C(=O)Nc3ccc(S(=O)(=O)N4CCOCC4)cc3)CC2=O)cc1 (configuration not stated)	19	i	i	i	i	i	i	i	i	-0.3	i
CC(C)(C)NC(=O)NC(=O)CSc1n[nH]c(-c2ccccc2Br)n1	13	i	i	i	i	i	i	i	i	-0.2	i
Cc1ccc(S(=O)(=O)N2CCCOC2CNC(=O)C(=O)NC2CCCCC2)cc1 (configuration not stated)	18	i	i	i	i	i	i	i	i	0.2	i
Cc1ccc(C(=O)NCCc2ccc(S(N)(=O)=O)cc2)cc1[N+](=O)[O-]	26	i	i	i	i	i	i	i	i	-0.3	i
COC(=O)c1ccc(Oc2cc(C)nc(SC)n2)cc1	18	i	i	i	i	i	i	i	i	0.1	i
O=c1c(C(c2ccc(F)cc2)c2c(O)nc3n(c2=O)CCS3)c(O)nc2n1CCS2	62	i	i	i	i	i	i	i	i	0.1	i
O=C(O)CSc1nnc(NC(=O)c2ccc3c(c2)OCO3)s1	12	i	i	i	i	i	i	i	i	-0.5	i
COCCn1c(SCC(=O)N2CCCCCC2)nc2c(c1=O)SCC2	23	i	i	i	i	i	i	i	i	0.2	i
O=C(Nc1sc2c(c1C(=O)O)CCCC2)c1ccc(F)cc1	27	i	i	i	i	i	i	i	i	0.8	i
OCCCCNCc1ccc(OCc2ccc(Cl)cc2Cl)cc1	17	i	i	i	i	i	i	i	i	-1.2	i
Cc1cc(C)cc(NC(=O)CN2C(=O)NC(C)(c3ccccc3)C2=O)c1 (configuration not stated)	-83*	i	i	i	i	i	i	i	i	-0.3	i
O=C(NCCC1=CCCCC1)C(=O)NCC1OCCCN1S(=O)(=O)c1ccc(F)cc1 (configuration not stated)	17	i	i	i	i	i	i	i	i	0.0	i

# Arranged by count of non-hydrogen atoms (low to high): 3 of the compounds above
smiles	AI-2 QS mod	TRPC4 block	TRPC6 inhibitor	PolyA inh	TRPC4 potent	TRPC4 agonist	TRPC6 activator	MrgX1 antagonist	MrgX1 ag	HIF act	MrgX1 allo act
CCN(CC)C(=O)c1c(Cl)nc(C)c([N+](=O)[O-])c1C	21	i	i	i	i	i	i	i	i	-0.5	i
COc1ccc2c(c1OC)C(=O)N1C2SC(C)(C)[C@H]1C(=O)NC1CC1 (some centres not stated)	14	i	i	i	i	i	i	i	i	0.2	i
CC1(C)Cc2ccccc2-c2nc(NCCO)n(-c3ccccc3)c(=O)c21	5	i	i	i	i	i	i	i	i	-0.2	i

# (list continues)
smiles	AI-2 QS mod	TRPC4 block	TRPC6 inhibitor	PolyA inh	TRPC4 potent	TRPC4 agonist	TRPC6 activator	MrgX1 antagonist	MrgX1 ag	HIF act	MrgX1 allo act
Cc1ccc(-n2ncc3c(=O)n(CC(=O)NCc4ccco4)cnc32)cc1C	44	i	i	i	i	i	i	i	i	-0.2	i
O=C(Nc1ccccc1Cl)C1CCCN1C(=O)OCc1ccccc1 (configuration not stated)	-11	i	i	i	i	i	i	i	i	0.4	i
O=C(NCCO)c1scc2c1OCCO2	10	i	i	i	i	i	i	i	i	-0.1	i
Cc1cc(NC(=O)CSc2nnnn2-c2ccc(C)c(Cl)c2)no1	4	i	i	i	i	i	i	i	i	-0.2	i

# These rows are one share of the data; rates above refer to the full screens.
